High-throughput results deposited in PubChem by The Scripps Research Institute Molecular Screening Center.
hgDAF12 agonist: H. glycines DAF-12 receptor agonists, primary screen, cell-based, luminescence, HEK293, GAL4 fusion, UAS-luciferase; HEK293 GAL4-hgDAF12 UAS-luciferase reporter, agonist luminescence; normalized to butyrate control; activation, % at 6.8 µM; 1.8% of 370,000 active;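 active means activation above a cutoff set at the mean of all screened compounds plus 3 SD, cut at about 10% in these data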;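 further: 0% = DMSO wells and 100% = sodium butyrate wells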
ADAM10 inh: human ADAM10 inhibitors, primary screen, biochemical, QFRET, HTS; recombinant ADAM10, EDANS/DABCYL FRET peptide cleavage, 3 h; Disintegrin and metalloproteinase domain-containing protein 10 (Homo sapiens), O14672; inhibition, % at 7 µM; 0.62% of 370,000 active;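 active means inhibition above a per-campaign cutoff equal to the mean of compounds falling between control-based bounds plus 3 SD, cut at about 20% in these data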;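 further: 0% = DMSO wells while the 100% control is not disclosed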
ssDAF-12 act: S. stercoralis DAF-12 nuclear receptor activators, primary screen, cell-based, luminescence, HEK293, GRIP1 co-expression, lit1-tk-luc; AID 652126, 2013; 1% of 370,000 active; HEK293 ssDAF-12/GRIP1 lit1-tk-luc reporter; % of 3 µM dafachronic acid response; activation, % at 6.8 µM;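 active means activation above the mean over all tested compounds plus 3 SD, cut at about 0.9% in these data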;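 further: 0% = DMSO-only wells and 100% = 3 µM delta7-dafachronic acid wells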
ADAM17 inh: ADAM17 inhibitors, primary screen, biochemical, QFRET; Disintegrin and metalloproteinase domain-containing protein 17 (Homo sapiens), P78536; recombinant ADAM17, EDANS/DABCYL FRET peptide cleavage; inhibition, % at 6.95 µM; 0.83% of 370,000 active; AID 720648, 2013;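 active means inhibition above the mean of compounds lying between control limits plus 3 SD, set per campaign, cut at about 8.5% in these data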;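 further: 0% = DMSO-only wells as the low control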
Target sequence (P78536 215-824 limits assumed): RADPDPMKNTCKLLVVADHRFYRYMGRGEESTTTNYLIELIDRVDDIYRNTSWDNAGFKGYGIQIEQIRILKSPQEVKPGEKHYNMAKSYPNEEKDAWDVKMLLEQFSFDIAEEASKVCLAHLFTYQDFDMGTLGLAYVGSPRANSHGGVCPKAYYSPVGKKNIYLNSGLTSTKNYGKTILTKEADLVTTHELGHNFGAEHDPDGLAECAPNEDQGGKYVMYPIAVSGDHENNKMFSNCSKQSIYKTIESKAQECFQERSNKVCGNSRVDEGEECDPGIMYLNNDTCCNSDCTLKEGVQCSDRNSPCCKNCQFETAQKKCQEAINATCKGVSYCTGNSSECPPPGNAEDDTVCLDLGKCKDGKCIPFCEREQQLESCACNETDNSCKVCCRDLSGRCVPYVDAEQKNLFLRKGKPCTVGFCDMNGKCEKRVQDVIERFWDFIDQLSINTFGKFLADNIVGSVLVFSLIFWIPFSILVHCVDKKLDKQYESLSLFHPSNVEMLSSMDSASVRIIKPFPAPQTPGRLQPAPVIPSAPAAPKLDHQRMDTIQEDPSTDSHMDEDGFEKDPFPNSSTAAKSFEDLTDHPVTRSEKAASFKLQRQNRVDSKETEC
HGIII-sPLA2 inh: human group III sPLA2 inhibitors, primary screen, biochemical, QFRET, BODIPY PC-A2 liposome substrate | inhibition, % at 12.2 µM | 0.56% of 370,000 active | QFRET BODIPY PC-A2 liposome hydrolysis, fluorescence | AID 743126, 2013;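 active means inhibition above mean plus 3 SD of compounds lying within the high and low control bounds, cut at about 19% in these data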;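 further: 0% = median of test compound wells and 100% = no enzyme DMSO wells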
hcDAF-12 act: H. contortus DAF-12 nuclear receptor activators, primary screen, cell-based, luminescence, HEK293, lit1-tk-luc reporter; HEK293 hcDAF-12 lit1-tk-luc reporter; 0% DMSO, 100% Δ7-dafachronic acid; activation, % at 6.8 µM; 1.4% of 370,000 active;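 active means activation above the mean of all tested compounds plus 3 SD, cut at about 5.5% in these data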;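 further: 100% = response to 3 µM Δ7-dafachronic acid high control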
PLCb3 inh: human PLC-beta3 inhibitors, primary screen, biochemical, fluorescence; 1-phosphatidylinositol 4,5-bisphosphate phosphodiesterase beta-3 (Homo sapiens), Q01970; Purified PLC-beta3, fluorogenic substrate; inhibition, % at 12.2 µM; 0.18% of 370,000 active; AID 720704, 2013; in the data active means inhibition above about 11%;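 further: 0% = median of compound wells on plate and 100% = full blocker control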
PLCg1 inh: PLC-gamma1 enzyme inhibitors, primary screen, biochemical, fluorescence, purified enzyme; 1-phosphatidylinositol 4,5-bisphosphate phosphodiesterase gamma-1 (Homo sapiens), P19174; fluorogenic substrate; inhibition, % at 12.2 µM; 0.84% of 370,000 active; AID 720700, 2013; in the data active means inhibition above about 9.5%
GAA850 FXN act: FXN promoter activators, primary screen, cell-based, luciferase luminescence, HEK293 lucGAA850 | 0.56% of 360,000 active | HEK293 lucGAA850 FXN promoter luciferase reporter, 24 h; percent of 10 µM SAHA response | AID 540364, 2011 | activation, % at 6 µM;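 active means activation above the average of all compounds screened plus 3 SD, cutoff fixed separately per campaign, cut at about 7.5% in these data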;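 further: 0% = DMSO wells and 100% = 10 µM SAHA wells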
DAX1 inh-1: DAX1 (NR0B1) inhibitors on StAR promoter, primary screen, cell-based, luminescence, SF-1 (NR5A1), full-length DAX-1; 1.1% of 370,000 active; AID 652010, 2013; HEK293T StAR-luciferase reporter, SF-1/DAX-1 repression relief; inhibition, % at 6.8 µM;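 active means inhibition above the mean over all tested compounds plus 3 SD, cut at about 3.6% in these data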;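 further: 0% = DAX-1 cells with DMSO and 100% = cells lacking DAX-1 with DMSO; higher inhibition means more luminescence from relief of DAX-1 repression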
DAX1 inh-2: DAX1 (NR0B1) inhibitors, primary screen, cell-based, HEK293, Gal4-DAX1, luciferase luminescence | Nuclear receptor subfamily 0 group B member 1 (Homo sapiens), P51843 | HEK293 Gal4-DAX1 luciferase reporter | inhibition, % at 6.75 µM | 0.99% of 340,000 active | AID 504766, 2011;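 active means inhibition above the mean over all tested compounds plus 3 SD, cut at about 4.2% in these data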;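 further: 0% = DAX1-transfected cells with DMSO and 100% = empty-vector control cells with DMSO; inhibition shows as a rise in luminescence from relieved DAX1 repression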
Target sequence (P51843 207-470 limits assumed): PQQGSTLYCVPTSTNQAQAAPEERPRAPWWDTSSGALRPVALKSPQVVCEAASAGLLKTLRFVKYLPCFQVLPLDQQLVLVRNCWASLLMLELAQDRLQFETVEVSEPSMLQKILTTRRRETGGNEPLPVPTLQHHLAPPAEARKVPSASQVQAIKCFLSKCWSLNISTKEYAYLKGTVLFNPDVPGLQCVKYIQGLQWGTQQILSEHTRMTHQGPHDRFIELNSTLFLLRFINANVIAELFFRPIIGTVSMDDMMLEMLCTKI
An asterisk follows results filed as active; i = inactive; . = no result given; & = joins results of further samples; ! = repeats disagree. This is a random part of the collection; 6.9% or so of the library scored in one or more.

SMILES	hgDAF12 agonist	ADAM10 inh	ssDAF-12 act	ADAM17 inh	HGIII-sPLA2 inh	hcDAF-12 act	PLCb3 inh	PLCg1 inh	GAA850 FXN act	DAX1 inh-1	DAX1 inh-2
O=C1CN(CC(=O)Nc2ccc(Cl)cc2)CCN1	0.8	-1.5	-1.2	-2.3	6.0	2.3	0.1	0.4	1.4	0.5	0.7
CCOC(=O)C(=O)N(C)c1c(CC)nc2c(OCc3ccccc3OC)cccn12	-1.5	-5.6	-1.6	-1.1	-0.8	0.0	1.0	-0.1	-0.1	-0.6	.
CCOC(=O)N(C)c1c(CC)nc2c(OCCOc3ccccc3)cccn12	-2.3	-21.4	-0.5	-5.4	-2.2	-1.9	-2.1	-0.3	-1.0	-0.5	.
CCOC(=O)C1=C(C)NC(C)=C(C(=O)OCC)C1c1ccc([N+](=O)[O-])s1	-3.0&-1.6	-6.0&9.9	-0.7&-1.5	9.2*!	1.4&0.2	0.8&-1.8	-2.2&-1.9	-2.9&4.2	-2.5&-1.2	-1.3&-0.4	0.2
COC(=O)c1ccc(CSc2nnc3ccccn23)o1	-0.3	-0.8	-1.5	-1.8	0.8	-0.5	0.8	3.1	1.7	0.3	0.7
COc1ccc(C2OC(=O)CC2C(=O)NC2CCCC(C)C2C)cc1OC (configuration not stated)	-0.9	-7.1	-1.2	-5.5	-0.7	0.1	-2.7	-2.6	1.6	-0.4	0.1
CC(C)(C)C(=O)OC12CCCN(C1)/C(=C/c1cccc(Cl)c1)C2 (configuration not stated)	2.7	3.4	-1.0	2.6	0.2	-1.3	4.6	1.9	.	0.9	.
O=C(N/N=C/c1ccco1)c1ccc(OCc2ccccc2)cc1	-1.8	1.9	-1.2	1.0	-12.1	-1.9	-21.5	-8.0	1.2	-0.4	0.7
O=S1(=O)c2ccc(N3CCN(Cc4ccccc4F)CC3)cc2Oc2ccccc2CN1Cc1cn(Cc2ccc(F)cc2)nn1	0.3	4.1	-1.6	-0.5	2.6	-3.5	2.8	-1.2	.	-0.9	.
O=C(CSc1ccc2c(c1)OCCO2)N1CCN(c2ccccc2)CC1	-4.0	-0.2	-1.7	3.8	1.0	-0.7	-0.9	1.2	-1.6	2.5	-1.3
CCOC(=O)c1sc(NC(=O)COc2ccc3c(c2)OCO3)nc1C	-0.3	0.5	-1.4	-1.3	-2.5	-1.0	0.2	1.8	-0.1	0.0	0.9
O=C(NC1CCN(C(=S)Nc2ccc(F)cc2)CC1)C1CCCCC1	1.9	-1.1	-0.9	-2.7	-4.0	-0.2	-6.9	-0.4	-1.1	-0.3	0.3
CC(C)CCn1c(SCC(N)=O)nc2c1c(=O)n(C)c(=O)n2C	-0.1	-6.6	-1.1	3.6	-2.3	-0.7	6.8	6.8	10.9*	0.6	1.1
CN1CCN(CC(C)(C)NS(=O)(=O)c2ccc(Cl)cc2)CC1	0.3	2.5	-1.8	-1.3	-11.8	-1.2	4.9	4.5	0.1	0.0	0.7
Cc1c(NC(C)c2ccccc2O)c(=O)n(-c2ccccc2)n1C (configuration not stated)	-0.5	9.8	-0.8	-2.4	-0.6	0.0	-7.3	-5.7	-0.1	1.1	2.8
O=C(CCC(=O)Nc1ccccc1)N/N=C/c1ccncc1	-0.2	-4.6	-1.4	-2.1	-9.1	-1.8	-10.9	-3.2	1.1	-0.6	2.5
CC(=O)c1csc(-c2ccccc2)n1	0.3	-8.8	-1.5	-1.7	2.6	-1.1	0.6	-2.2	1.0	0.4	5.4*
Cc1ccccc1C1=Nn2c(nnc2-c2ccco2)SC1	-3.5	-0.1	-1.5	-1.0	-2.4	-1.5	-1.4	1.9	1.1	-0.2	0.7
O=C(NCc1ccccn1)c1ccc(Cl)c(S(=O)(=O)N2CCCCCC2)c1	-4.2	-7.2	-1.1	6.2	0.2	-2.5	-8.7	9.9*	-0.1	-4.8	-0.9
COc1cc(N=Cc2c(O)c3ccccc3oc2=O)c(OC)cc1Cl	4.0	-5.4	-1.2	-0.6	-1.4	0.5	-2.7	-1.7	0.6	0.6	2.3
CCN(CC)S(=O)(=O)c1cc(NC(=O)C(CC(C)C)NC(N)=O)ccc1C (configuration not stated)	-2.9	-4.4	-0.7	-7.5	1.4	-1.4	-7.8	-1.9	1.1	-0.7	-0.7
COc1ccc(S(=O)(=O)N2CCCCC2C(=O)O)cc1 (configuration not stated)	-2.6	0.3	-1.7	0.4	-9.1	0.1	3.0	1.0	-2.3	-0.3	0.4
COc1ccc(CC(=O)Nc2cc(S(=O)(=O)N3CCCC3)ccc2Cl)c(OC)c1	-0.7	-0.9	-1.4	-1.4	-8.7	-2.8	-0.9	3.4	0.7	-1.1	-0.2
Cn1c(N)c(C(=O)COC(=O)Cn2cc(C(F)(F)F)ccc2=O)c(=O)n(C)c1=O	1.1	2.6	-1.3	-3.1	7.2	-1.2	-2.5	0.2	-0.6	0.2	-0.4
O=C(COC(=O)C1=COCCO1)Nc1ccc(F)cc1	-0.6	0.3	-1.5	-6.6	5.3	0.3	-5.7	-1.6	1.0	0.8	0.1
CS(=O)(=O)N1CCC(NC(=O)Nc2ccc(OC(F)(F)F)cc2)CC1	2.0	-6.9	-1.0	-7.5	-7.2	-1.2	2.2	2.5	2.1	-0.2	0.9
CC(C)(C)NC(=O)CN(C(=O)C1CSC(=O)C1)c1ccccc1F (configuration not stated)	0.1	-4.8	-2.1	-3.5	5.6	1.3	-6.2	1.2	0.5	-0.2	1.2
CC(OC(=O)c1cccs1)C(=O)NCC1CCCO1 (configuration not stated)	1.1	-4.9	-1.5	2.9	3.1	-1.5	5.6	2.8	0.0	0.0	-0.3
CC1(C)Cc2nc3n[nH]c(N)c3cc2CO1	-0.7	5.4	-2.4	1.2	6.7	-0.2	-0.7	-1.7	1.0	0.5	-0.9
CCc1ccc(C(=O)NC(CC(C)C)C(=O)O)cc1 (configuration not stated)	-0.6	3.1	-1.1	-4.5	-1.8	-1.2	-0.7	-0.9	20.4*	1.3	1.6

Some entries already given with just DAX1 inh-2 and ADAM10 inh.
SMILES	DAX1 inh-2	ADAM10 inh
Cn1c(N)c(C(=O)COC(=O)Cn2cc(C(F)(F)F)ccc2=O)c(=O)n(C)c1=O	-0.4	2.6
O=C(COC(=O)C1=COCCO1)Nc1ccc(F)cc1	0.1	0.3
CS(=O)(=O)N1CCC(NC(=O)Nc2ccc(OC(F)(F)F)cc2)CC1	0.9	-6.9

Remaining list, next part
SMILES	hgDAF12 agonist	ADAM10 inh	ssDAF-12 act	ADAM17 inh	HGIII-sPLA2 inh	hcDAF-12 act	PLCb3 inh	PLCg1 inh	GAA850 FXN act	DAX1 inh-1	DAX1 inh-2
CC(=O)c1sc(NC(=O)CCc2ccccc2)nc1C	7.4	-14.8	-0.1	-6.5	-9.0	2.7	0.1	-0.2	0.6	1.3	1.5
Cc1oc2c(CN3CCOCC3)c(O)ccc2c(=O)c1-c1ccc(Cl)cc1	-2.3	i	-0.9	-252.8	-5.0	-1.9	i	-373.4	-0.1	-0.2	-0.2
COc1ccc(-c2ccc3c(c2)S(=O)(=O)c2cccc(C(=O)NCCOc4ccccc4Cl)c2C3=O)cc1OC	-0.3	-8.4	-0.5	-4.9	7.9	0.6	-35.0	-9.5	3.5	-0.6	-0.6
O=C(c1ccccc1)C(Nc1ccccn1)c1ccccc1 (configuration not stated)	-1.6	8.2	-1.5	6.7	-5.6	-0.2	-2.9	6.6	1.4	0.1	-1.6
c1ccc(CN2CCCC3(CCCN(Cc4nc(CC5CC5)no4)C3)C2)cc1 (configuration not stated)	-2.9	-6.2	-1.4	1.5	7.5	0.8	-4.9	4.2	3.5	0.2	1.2
O=C(NCCc1c[nH]c2ccccc12)c1cccc(Br)c1	1.2	1.8	0.5	-0.5	-90.3	3.8	-2.1	-1.6	-0.9	-0.6	0.6
COc1ccc(-c2cc3nc4ccccc4n3c(N)c2C#N)cc1	6.7	i	-1.2	-112.9	-4.6	-0.1	-330.0	-229.8	5.7	1.6	3.7
C[C@@H]1CN([C@@H](C)CO)S(=O)(=O)c2ccc(-c3ccc(C(=O)N(C)C)cc3)cc2O[C@@H]1CN(C)Cc1ccccc1C(=O)O	-0.8	3.1	-1.4	-2.9	1.1	-0.5	0.1	0.2	-1.5	0.5	3.4
Cc1ccc(NC(=O)C2CC(=O)N(c3ccc4c5c(cccc35)CC4)C2)cc1 (configuration not stated)	0.2	11.2	-1.5	2.3	-40.1	-1.4	-2.1	-2.4	-0.1	-0.7	-0.7
CCc1cc2c(COC(=O)c3c(C)noc3C)cc(=O)oc2cc1O	4.5	-264.6	-1.5	-84.4	-18.8	-3.1	i	-360.2	4.1	-1.0	-0.1
C#CCN1CC(COCCCC)Oc2cccc(F)c2S1(=O)=O (configuration not stated)	-1.5	-0.5	-1.0	0.3	-2.3	-0.5	2.1	0.6	.	0.0	.
CCC(C)NS(=O)(=O)c1ccc(NS(C)(=O)=O)cc1 (configuration not stated)	-2.2	-3.5	-1.0	-4.7	5.6	0.0	2.5	4.1	0.8	0.4	-0.1
CCOC(=O)Cn1c(=O)oc2cc(S(=O)(=O)NCc3ccccn3)ccc21	-5.4	-4.3	-1.2	-1.2	4.7	1.4	4.0	2.4	2.8	0.0	0.6
Cn1c(SCCOc2ccc(F)cc2)nnc1-c1ccncc1	1.1	-6.9	-1.8	-3.1	5.1	0.0	-6.3	3.2	1.4	-0.2	1.0
COc1ccc(C2(SCC(N)C(=O)O)c3ccccc3-c3ccccc32)cc1 (configuration not stated)	0.0	-16.5	0.1	0.5	13.1	0.0	-5.2	3.2	-3.3	-0.4	-0.1
O=C(NCc1ccco1)C(c1cccs1)N(Cc1ccccc1)C(=O)Cn1nnc2ccccc21 (configuration not stated)	-0.6	-2.7	-0.8	0.1	-14.4	-0.6	2.7	3.2	-3.4	-0.4	-0.4
